KLK5 inh – inhibitors of human kallikrein 5; Q9Y337; recombinant hK5, fluorogenic AMC substrate cleavage; inhibition, % at 5 µM; actives 0.59% (n = 210,000); AID 873;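 active = inhibition of 40% or more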;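 note: 0% = enzyme controls without compound and 100% = no-enzyme blanks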
14-3-3 Bad inh – disrupts binding of bovine 14-3-3 zeta to phospho-Bad peptide; AID 781; actives 0.71% (n = 220,000); TR-FRET 14-3-3zeta/Dy647-pBad peptide displacement, 1 h; inhibition, % at 21.7 µM; P63103;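 active = inhibition above about 70%, limit read from the data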;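 note: 0% = full 14-3-3 plus peptide FRET controls and 100% = background without 14-3-3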
Furin inh – inhibitors of human furin | actives 0.061% (n = 220,000) | P09958 | purified furin, fluorogenic substrate cleavage | inhibition, % at 30 µM; in the data active = inhibition above about 25%; note: inactives centre near -15
eIF4E-4G inh – blocks eIF4E binding to eIF4G. inhibition, % at 21.7 µM. AID 782. P63073+Q04637. actives 0.37% (n = 220,000). TR-FRET eIF4E-eIF4GI(517-606) binding, 2 h;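 note: 0% = full FRET control wells and 100% = background wells lacking eIF4GI fragment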
Rad51 HR inh – blocks human Rad51 in homologous recombination. hRad51 DNA strand exchange, fluorescence dequenching. inhibition, % at 10 µM. actives 0.085% (n = 200,000). AID 1385. Q06609;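 active = inhibition above 40% at the single screening dose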;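 note: 0% = DMSO control wells and 100% = blanks with heterologous ssDNA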
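Material: human Rad51–ssDNA filaments; Probe or stimulus: labelled 47-mer dsDNA for strand exchange; Doses: single 10 µM dose; Incubation: 37 °C 15-min filament assembly, 30-min compound preincubation, 15-min exchange; Technique: FRET fluorescence dequenching, excitation 485 nm, emission 520 nm; Measure: Fluorescence-based percent inhibition, control- and blank-normalised; Benchmarks: plate control and blank wells.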
thrombin 1536 – blocks human thrombin protease activity; P00734; alpha-thrombin, Boc-VPR-AMC fluorogenic substrate cleavage; inhibition, % at 5 µM; actives 0.26% (n = 220,000);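 active = inhibition at or above 40%; inactive = inhibition below 40%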;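 note: 0% = enzyme with no compound and 100% = wells without enzyme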
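System – human alpha-thrombin · Medium – pH 7.5 Tris (50 mM) with NaCl 150 mM, Tween 20 0.05% · Compound – single-point dosing at 5 µM, 0.2% DMSO · Incubation – enzyme reaction carried out at room temperature · Technique – fluorescence of released AMC, ex 355 nm, em 460 nm · Read-out basis – % inhibition of thrombin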
Cl transport mod – KCC2 (human) Cl- transport modulation; KCC2 cells, thallium flux FluoZin-2 fluorescence; B-score of Tl+ flux slope (higher = more flux/activation; lower = inhibition) at 10 µM; actives 2.2% (n = 190,000); Q9H2X9;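 active = thallium flux slope and its plate-corrected score both differing from the plate sample mean at a set confidence after two filtering rounds, in either direction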;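 note: slope of fluorescence scaled to starting intensity during 10 to 20 s after thallium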
NCF1 inh – p47phox (human) inhibition. inhibition, % at 24.7 µM. p47phox/p22phox peptide binding, fluorescence polarization, 2 h. actives 0.53% (n = 220,000). P14598. AID 1274;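 note: 0% = p47phox with labelled peptide and 100% = labelled peptide alone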
EBV gp42 block – blocks Epstein-Barr virus glycoprotein 42 binding. Q1HVG2. Fluorescence polarization binding assay, mP read-out. inhibition, % (tested at 21.74 µM). actives 0.42% (n = 220,000). AID 1085; in the data active = inhibition above about 50%
* = called active by the depositor; i = inactive; · = not tested or not shown; [ ] = dose if it differs, or a comment.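 Rule for the calls, unless noted: active = inhibition above about 30% (limit read from the data); inactive = the rest.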 This is a random part of the collection, and some 4.7% of all compounds hit somewhere here.

SMILES	KLK5 inh	14-3-3 Bad inh	Furin inh	eIF4E-4G inh	Rad51 HR inh	thrombin 1536	Cl transport mod	NCF1 inh	EBV gp42 block
CCN1CCN(c2cc(C)c3cc(NC(=O)c4ccc(OC)c(OC)c4)ccc3n2)CC1	-4.2	4.2	-2.8	2.8	7.6	-7.1	-0.0116	-16.3	4.5
O=C(c1ccc(Cl)cc1)N1CCc2c([nH]c3ccccc23)C1C(F)(F)F (stereo unspecified)	2.9	3.2	3.8	4.8	-14.5	-11.5	0.347	6.5	-2.2
O=C(/C=C/c1cccc([N+](=O)[O-])c1)N1CCN(c2ccccc2F)CC1	-5.1	6.4[fluorescence artefact?]	-20.2	-4.4[fluorescence artefact?]	8.0	-3.4	-0.838	-7.4	4.3
Cc1cc(=O)n2ccccc2c1C#N	-7.7	10.4	-35.2[20 µM]	4.7	-4.1	-2.2	·	0.7	2.7
CC(C)c1ccc(NC(=O)CCNS(=O)(=O)c2cccc3nsnc23)cc1	-6.5	-11.1	-7.8[20 µM]	-1.3	-1.1	-0.8	-0.722	-13.6	-9.2
CCc1ccc(N2C(=O)c3cc(N4CCOCC4)c([N+](=O)[O-])cc3C2=O)cc1	-14.2	-19.2	-18.0	0.2	6.0	2.2	0.363	-10.5	-15.9
CCOc1ccc2ccccc2c1C(=O)Nc1cc(=O)n(C)c(=O)n1C	-9.6	5.7	-20.1	-0.5	0.3	-1.5	0.354	-7.9	-20.7
CC(O)C1C(=O)OC2(C)CC(C)(C)NC(=S)N12 (stereo unspecified)	-5.5	-2.4[fluorescence artefact?]	-15.5[20 µM]	-2.9	-3.2	2.8	-0.505	-13.3	-16.3
O=S1(=O)CC/C(=N\Nc2ccccc2)c2ccsc21	-10.6	-8.8	-0.5	0.4	14.3	5.8	0.181	-17.7	-8.8
CC(C)(C)C1(C)OC(C(=O)NC2CCCCC2)C(C(=O)NC2CCCCC2)O1 (stereo unspecified)	0.4	-1.1[fluorescence artefact?]	-0.9[20 µM]	-2.1	-1.6	2.9	-0.281	-8.0	-4.2
O=C(c1ccco1)N1CCN(c2ncnc3c2nnn3Cc2ccccc2Cl)CC1	1.0	3.9[fluorescence artefact?]	-11.8[20 µM]	3.8	-0.6	-0.2	0.407	-8.3	-24.8
O=c1[nH]c(/C(Cl)=C/c2cccc(F)c2)nc2cc(C(F)(F)F)ccc12	-0.5	-12.0	-20.4	0.1	-8.3	-5.1	1.66	-2.8	-3.5
Cc1nc(-c2ccccc2)nc(Cl)c1Cl	-5.1	-7.5	-5.0	1.5	-8.4	-14.0	1.51	-13.7	-5.9
CC(C)c1ccc(NC(=O)C2CCCN(S(=O)(=O)c3cnc[nH]3)C2)cc1 (stereo unspecified)	62.1*	-2.8	-14.6	-1.6	-4.6	7.5	-0.528	-2.5	-7.5
CCC1(CC)Cc2ccccc2-c2nc(-c3ccccc3)oc(=O)c21	33.5	-5.2	-19.3[20 µM]	4.9[fluorescence artefact?]	-11.3	14.0	·	0.4	-3.8
Cn1c(N/N=C/c2ccccc2)nc2sc3c(c2c1=O)CCC3	-11.9	-4.1	-14.2[20 µM]	-7.0	9.1	6.4	1.03	-14.4	-14.6
CC1(C)CC2CC(C)(CN2S(=O)(=O)c2ccc(C(=O)Nc3cc(S(=O)(=O)N4CCOCC4)ccc3Cl)cc2)C1 (stereo unspecified)	-21.2	-11.2	-16.6	-2.3[fluorescence artefact?]	8.0	-13.2	-0.0519	-11.6	-14.4
COc1ccc(/C(C)=N/NC(=O)CNC(=O)Cc2ccccc2)c(OC)c1	0.0	-8.4	-19.0	-6.2	12.4	-1.0	-0.456	6.7	-0.2
C=CCOC(=O)CSCC(NC(=O)OC(C)(C)C)C(=O)OCC (stereo unspecified)	-5.6	-11.0	-18.1	4.5	-7.8	3.5	0.0073	-10.0	-2.5
O=C(Nc1ccccc1)c1ccccc1O	1.8	-5.3	-8.5	-13.5	3.5	0.1	0.0654	-9.9	-6.9
CCOc1ccc(N2C(=O)c3ccc(C(=O)OCC(=O)N(CC)C4CCS(=O)(=O)C4)cc3C2=O)cc1 (stereo unspecified)	1.8	61.3	-16.6	8.7	1.8	-6.4	0.00891	43.9*	-9.6
COCCNC(=O)c1ccc(C)cc1C	-4.0	-0.5	-18.0	0.4	-8.6	-6.6	0.873	1.4	3.4
CCOc1ccccc1OCCCC(=O)Nc1nc2ccccc2[nH]1	0.0	-5.8	-21.5	2.0	4.4	-19.8	-0.635	-7.0	-29.1
Cc1cc(Cl)ccc1OCC(=O)N[C@@H](Cc1ccccc1)c1nc2ccccc2[nH]1	-6.5	24.5[fluorescence artefact?]	-17.8	2.5[fluorescence artefact?]	0.1	2.3	1.31	-25.7	-22.7
CN1CCCN(C(=O)CNC(=O)Cc2ccccc2)CC1	-2.2	-2.0	-5.5	4.3	3.1	-11.8	0.487	1.1	-11.8
CC(=O)NC(CC(=O)Nc1ccc(S(=O)(=O)N2CCCC2)cc1)c1ccccc1 (stereo unspecified)	-3.5	7.3	-18.7	8.4	1.4	-2.5	1.85	3.9	1.2
CCC(=O)Nc1ccc2nc(C3CC3)n(Cc3ccc(C(C)(C)C)cc3)c(=O)c2c1	4.8	0.8	-21.4	-8.0	-1.7	0.4	-0.29	4.2	-1.1
Cc1onc(-c2c(F)cccc2Cl)c1C(=O)NNC(=O)C1CCN(Cc2ccccc2)CC1	-6.2	-5.2	-19.4	2.2	0.0	-15.3	0.547	0.7	-6.1
COc1ccccc1N1CCN(CC(=O)Nc2c(C)n(C)n(-c3ccccc3)c2=O)CC1	-0.5	26.3	-35.5	2.2	·	-2.2	0.0188	·	-4.1
C/C(Cl)=C/Cn1c(NCCN(C)C)nc2c1c(=O)n(C)c(=O)n2C	-31.8	-6.0	-19.1[20 µM]	-2.5	-0.2	4.4	·	-3.8	5.7
COCCNCCCCOc1c(Cl)cc(C)cc1Br	-5.3	23.8	-1.5	8.1	3.9	1.2	-0.526	7.9	-21.0
CCn1ccnc1CN(C)Cc1nc(-c2ccc(C(=O)OC)cc2)no1	-1.6	1.7	-10.4	-0.5	-3.5	-2.9	i	3.5	-9.1
O=C1C2N=NN(CC(=O)N3N=C(c4ccccc4)CC3c3ccc([N+](=O)[O-])cc3)C2C(=O)N1c1ccccc1 (stereo unspecified)	-21.7	2.4	-30.7	3.4	8.7	18.5	0.269	-13.2	-6.8
Clc1ccc(-c2nnc(SCc3cn4ccsc4n3)n2CC2CCCO2)cc1 (stereo unspecified)	-1.7	-8.4	-28.6	-7.4[fluorescence artefact?]	-2.4	-6.5	-1.04	-12.3	-12.7
O=C(NN1CCCCC1)c1cccc2ccccc12	-5.3	-9.7	-20.3	0.9	19.1	1.8	-0.00651	-17.1	-8.7
Cc1ccc(C(=O)N/C(=C\c2ccc(-c3ccc(Cl)cc3)o2)C(=O)NCCCN(C)C)cc1	3.4	-2.4	2.4	5.6	8.7	4.1	-0.466	-3.1	-6.6
CC1=C(C(=O)OC(C)C)C(c2ccccc2)NC(=S)N1C (stereo unspecified)	-9.3	-5.9[fluorescence artefact?]	-9.8	20.3	5.3	-0.9	0.627	-8.3	-5.0
Cc1cc(S(=O)(=O)Nc2ccc(C(=O)N3CCN(C(=O)c4ccco4)CC3)cc2)ccc1F	-8.7	-1.4	-10.9[20 µM]	-2.1	-0.6	3.1	-0.432	-11.6	-10.4
CC(/C=C/c1ccco1)=N\NC(=O)COc1ccc(C)c(C)c1	-1.2	-3.7	0.9	-2.9	-4.1	-7.8	-0.314	-6.1	-11.8
COc1cc(-c2ccc(NC(=O)NC3CC3)c(OC)c2)ccc1NC(=O)NC1CC1	0.7	0.0	-15.3	2.0	13.5	0.7	0.264	-2.6	6.0
COc1ccccc1Oc1nc(-c2ccccc2)cc(C)c1S(C)(=O)=O	-14.5	10.3	-16.1[20 µM]	10.6	0.4	0.4	0.0225	-11.5	5.2
CCCn1c(=N)n(CC(=O)C(C)(C)C)c2ccccc21	3.4	17.4[fluorescence artefact?]	0.0	-3.2[fluorescence artefact?]	-3.4	4.5	-0.187	-2.8	-14.8
O=C1CCCC2=C1C(c1ccc(Cl)cc1)n1c(s/c(=C\c3ccc4ccncc4c3)c1=O)=N2 (stereo unspecified)	10.7	-1.0	4.2	2.8	-18.0	12.3	-1.24	-93.6	5.3
CCC(=O)NC(NC(=S)Nc1ccc(S(N)(=O)=O)cc1)C(Cl)(Cl)Cl (stereo unspecified)	-8.3	-1.0	-18.0	7.4	-5.7	4.1	0.212	-9.2	3.5
FC(F)(F)c1ccc(Cl)c(NC(=S)N/N=C/c2ccccc2C(F)(F)F)c1	-15.6	10.6	-2.7	13.2	6.6	-9.4	4.86*	-16.9	-15.3
O=C(O)C1Cc2ccccc2CN1C(=O)CCl (stereo unspecified)	-0.3	6.1	-32.5	-0.2	3.4	·	-0.00196	-3.3	-8.2
C=CCn1c(P(=O)(O)c2ccccc2)nc2ccccc21	-6.2	62.4[fluorescence artefact?]	-24.8[20 µM]	6.9	-0.8	3.4	0.0743	-9.0	-28.6
NC(=O)C1CCCN(C(=O)NC2CCCCC2)C1 (stereo unspecified)	4.0	6.7	-11.8[20 µM]	-4.2	-8.0	-19.4	0.998	-6.5	17.9
Cc1cc2cc(CN(Cc3cccs3)C(c3nnnn3C(C)(C)C)C(C)C)c3nnnn3c2cc1C (stereo unspecified)	-1.1	11.3	-13.8[20 µM]	-6.3[fluorescence artefact?]	-0.8	1.1	-0.157	-24.7	-22.9
O=S(=O)(Nc1ccc2c(c1)OCCO2)c1cccc2nsnc12	6.0	-10.2	-9.7[20 µM]	8.5	3.1	-5.1	0.288	10.0	-7.5
The results go on:
SMILES	KLK5 inh	14-3-3 Bad inh	Furin inh	eIF4E-4G inh	Rad51 HR inh	thrombin 1536	Cl transport mod	NCF1 inh	EBV gp42 block
CC[C@H](C)[C@H](NC(N)=O)C(=O)OCC(=O)NCc1ccc(Cl)cc1	1.8	-10.0	-38.8	-1.8	7.2	-8.8	-0.209	-3.5	-22.0
O=C(Nc1ccc(Cl)cc1)Nc1cc(S(=O)(=O)N2CCOCC2)ccc1N1CCCC1	-12.4	5.7[fluorescence artefact?]	-12.6	-0.2	16.3	2.6	0.0135	-10.2	-4.6
CCOC(=O)CC1C(=O)NCCN1C(=O)COc1ccc(Br)cc1C (stereo unspecified)	-11.7	-7.4	-18.6[20 µM]	7.1	6.7	2.2	-0.396	-19.9	-17.1
O=c1[nH]c(Cc2ccccc2)nc2scc(-c3ccccc3)c12	3.2	8.7[fluorescence artefact?]	-5.8[20 µM]	0.1[fluorescence artefact?]	4.6	0.5	0.439	-6.3	-1.6
Cc1cc(C)n(-c2ccc(C(=O)OCC(=O)Nc3ccc([N+](=O)[O-])cc3)cc2)n1	-3.2	14.2	-9.5	8.1	29.4	-5.2	-0.0852	-4.9	9.9

High-throughput results deposited in PubChem by several laboratories.
